VIM-2 inhibitor: VIM-2 metallo-beta-lactamase inhibitors, primary screen, biochemical, epi-absorbance readout, Pseudomonas aeruginosa enzyme; purified VIM-2, nitrocefin hydrolysis, epi-absorbance fluorescence; inhibition, % at 5.6 µM; 290,000 compounds, 0.89% hits;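 active = inhibition above the mean of all tested compounds plus 3 SD, cutoff set per screening run, cut at about 7.5% in these data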;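 also: red hydrolysis product quenches plate fluorescence so inhibitors raise well fluorescence; 0% = enzyme with DMSO and 100% = DMSO without enzyme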
NS3 helicase inh: inhibitors of HCV NS3 helicase, primary screen, biochemical, Cy5 molecular beacon fluorescence; Hepatitis C virus NS3 helicase; NS3 helicase DNA unwinding; inhibition, % at 10.9 µM; 290,000 compounds, 0.56% hits; AID 1800, 2009;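 active = inhibition above the mean of all tested compounds plus 3 SD, set per campaign, cut at about 35% in these data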;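 also: 0% = DMSO wells and 100% = thioflavine S control wells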
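System: NS3 helicase fragment of HCV / Schedule: 1 h at 25 °C / Control set: DMSO alone as 0% and 110 µM thioflavine S as 100% / Reagent: Cy5/quencher beacon DNA duplex and ATP to start / Technique: Cy5 fluorescence / Replication: singlicate / Evaluation: % inhibition of end-to-start signal ratio versus controls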
FID counter: compounds displacing fluorescent DNA intercalator, primary screen, artefact control for HCV NS3 helicase inhibitor project, biochemical, FID fluorescence; DNA fluorescent intercalator displacement; inhibition, % at 7.9 µM; 290,000 compounds, 0.17% hits; AID 1845, 2009; in the data active = inhibition above about 37%;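 also: 0% = vehicle and 100% = reference compound; higher means more ethidium bromide displaced from hairpin DNA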
MEKK2wt PB1 HTS: modulators of MEK5 binding to wildtype MEKK2, primary screen, biochemical, multiplex bead flow cytometry, Alexa488-MEK5; binding response (% of control), % at 10 µM; Mitogen-activated protein kinase kinase kinase 2 (Homo sapiens), Q9Y2U5; Alexa488-MEK5 binding to MEKK2 WT; actives lie on both sides; 290,000 compounds, 1.1% hits; in the data active = binding response below about 67% or above about 130%
NALP1 yeast inh: NALP1 inflammasome inhibitors in reconstituted yeast, colorimetric, S. cerevisiae, triplicate retest; AID 2071, 2009; 280,000 compounds, 0.61% hits; inhibition, % at 10 µM; S. cerevisiae NALP1/ASC/caspase-1 growth, X-gal OD620, 72 h; in the data active = inhibition mostly above about 24%, no sharp cut-off; inactive = mostly below about 32%; also: some compounds called inactive have numbers as strong as hits
IMP-1 inhibitor: IMP-1 metallo-beta-lactamase inhibitors, primary screen, biochemical, epi-absorbance readout, Pseudomonas aeruginosa enzyme; metallo-beta-lactamase IMP-1 (Pseudomonas aeruginosa); purified IMP-1, nitrocefin hydrolysis, epi-absorbance fluorescence; inhibition, % at 5.6 µM; 290,000 compounds, 0.45% hits;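 active = inhibition above the mean plus 3 SD of all compounds in the same screening run, cut at about 4.5% in these data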;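 also: 0% = IMP-1 with DMSO and 100% = DMSO wells lacking enzyme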
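assay system = purified recombinant IMP-1 metallo-beta-lactamase enzyme | schedule = 15 min preincubation plus 25 min reaction at 25 °C | signal = Epi-absorbance fluorescence, 480 nm excitation, 530 nm emission | read-out basis = percent inhibition from optical density relative to buffer-blank wells | controls = IMP-1 with DMSO as 0%, enzyme-free DMSO as 100%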
MEKK2 mut-MEK5: MEK5 binding signal on mutant MEKK2 PB1, primary screen, biochemical, multiplex bead flow cytometry, Alexa488-MEK5. Alexa488-MEK5 binding to MEKK2 mutant. 290,000 compounds, 0.35% hits. percent response, % at 10 µM; in the data active = percent response above about 24%, passing the limit was not always enough; also: inactives centre near 1; some results filed as inactive read as strong as hits
SUMO HTRF inh: inhibitors of in vitro SUMOylation cascade, primary screen, biochemical, HTRF, uHTS; SUMO-conjugating enzyme UBC9 (Homo sapiens), P63279; HTRF SUMOylation assay, SAE1/SAE2 + UBC9; inhibition, % at 35 µM; 290,000 compounds, 0.36% hits; AID 2006, 2009; in the data active = inhibition above about 50%, passing the limit was not always enough; also: strong numbers were not always called active
Target sequence (P63279 whole entry, looked up): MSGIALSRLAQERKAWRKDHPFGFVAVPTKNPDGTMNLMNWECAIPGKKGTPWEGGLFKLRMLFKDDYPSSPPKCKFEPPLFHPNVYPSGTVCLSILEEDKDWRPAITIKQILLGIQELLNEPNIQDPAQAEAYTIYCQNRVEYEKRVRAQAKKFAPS
PfM18AAP inh: PfM18AAP inhibitors, malaria aminopeptidase, primary screen, biochemical, QFRET, recombinant enzyme; M18 aspartyl aminopeptidase (Plasmodium falciparum 3D7); H-Glu-NHMec fluorogenic cleavage; inhibition, % at 7.35 µM; 290,000 compounds, 1.2% hits; AID 1822, 2009;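 active = inhibition above the campaign mean inhibition over all tested compounds plus 3 SD, cut at about 28% in these data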;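 also: 0% = plate median of test compound wells and 100% = 2 mM ZnCl2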
An asterisk follows results filed as active; . = not tested or not shown.

SMILES | MEKK2wt PB1 HTS | MEKK2 mut-MEK5 | SUMO HTRF inh | NS3 helicase inh | FID counter | NALP1 yeast inh | PfM18AAP inh | VIM-2 inhibitor | IMP-1 inhibitor
Cc1ccc(-c2cc(C(F)F)n3ncc(C(=O)Nc4c(C)nn(Cc5ccccc5Cl)c4C)c3n2)cc1 | 88 | -1 | -29 | 6 | 1 | 23 | 2 | -2.2 | -2.1
Cc1cc(C)n2nc(SCc3c(F)cccc3Cl)nc2n1 | 105 | 4 | 18 | 2 | -23 | 17 | -9 | 2.1 | -1.0
CC1CC(C(F)(F)C(F)(F)F)n2nc(C(=O)O)cc2N1 (stereo not drawn) | . | . | 31 | 11 | 4 | 13 | -1 | -2.9 | -2.3
CCCN1CCCc2cc(CN)ccc21 | 106 | 9 | 41 | 0 | 10 | -2 | 14 | -0.8 | -5.4
CC(C)(CN1CCN(c2ccccc2)CC1)NS(=O)(=O)c1ccccc1 | 93 | -16 | -15 | -27 | -4 | -22 | -2 | -2.2 | -4.8
Cc1cc(C)cc(N2CN=c3s/c(=C\c4ccco4)c(=O)n3C2)c1 | 100 | -2 | 8 | 15 | -2 | 20 | 13 | 0.2 | -2.9
CS/C(=N\S(=O)(=O)c1ccc(N)cc1)NS(=O)(=O)c1cccs1 | 103 | 15 | 24 | 23 | -6 | -6 | -3 | -3.5 | -3.2
CCCCC1(Cc2cccc([N+](=O)[O-])c2)C(=O)N(c2ccccc2)N(c2ccccc2)C1=O | 90 | -1 | -21 | -9 | -6 | . | 1 | -2.1 | -1.4
Cc1ccc(-n2c(-c3nn(C)c(C)c3Cl)n[nH]c2=S)cc1 | 102 | 2 | 13 | 0 | -19 | -3 | 8 | 19* | -4.2
O=C(O)c1ccc(NC(=O)c2ccccc2NC(=O)c2ccccc2Cl)cc1 | 103 | 3 | 6 | 11 | -7 | 20 | 4 | -1.9 | -2.7
COc1ccccc1Nc1nc(N)nc(-c2oc3ccccc3c2C)n1 | 99 | 4 | 27 | 3 | -6 | 16 | 8 | -1.5 | -5.1
Cc1ccc(SC/C(O)=C(\C#N)c2nc3ccccc3s2)cc1 | 98 | -1 | 20 | 14 | -5 | 13 | 8 | -2.3 | -3.0
CN1C2=CC=CC=CC2=[N+](C)C12C([N+](=O)[O-])=CC(=[N+]([O-])[O-])C=C2[N+](=O)[O-] (stereo not drawn) | 85 | -6 | 18 | -3 | -1 | . | -4 | -3.5 | -3.0
O=C(Cc1ccc(Cl)cc1)Nc1ccc(-c2cc3ccccc3oc2=O)c(Cl)c1 | 107 | 5 | -3 | 16 | -13 | 18 | 1 | -3.8 | -1.5
COCCCNC(=O)C1CCCCN1S(=O)(=O)c1ccc(F)cc1 (stereo not drawn) | 97 | 2 | 2 | -2 | -8 | 3 | -2 | -4.7 | -3.4
CC(=O)c1cc(C)ccc1OC(=O)c1ccncc1 | 99 | 3 | 3 | 3 | 0 | 13 | 1 | -1.0 | -1.3
CC1=CCC(C(=O)O)(C(=O)N/N=C/c2cccs2)C(c2ccc([N+](=O)[O-])cc2)C1 (stereo not drawn) | 102 | -3 | -1 | 14 | -33 | 1 | 5 | 31* | -4.2
Cc1ccc(-c2c3c(nc4sc(C(N)=O)c(N)c24)CCCC3)o1 | 92 | -1 | 22 | 16 | -5 | 27 | 5 | 0.6 | -0.3
Fc1ccc(Cn2c(-c3cscn3)nc3ccccc32)c(Cl)c1 | 101 | 4 | -10 | -15 | -5 | -7 | -9 | -1.4 | -0.4
O=C1/C(=C/c2ccccc2F)SC(=S)N1CC(=O)N1CCCCC1c1cccnc1 (stereo not drawn) | 95 | 0 | -12 | -8 | -33 | 10 | -9 | -4.0 | 0.4
COc1ccc(OC)c(N(CC(N)=O)S(=O)(=O)c2ccc(OC)c(OC)c2)c1 | 84 | -1 | -4 | 1 | -3 | 6 | 3 | -5.7 | -4.0
O=C(NCCCN1CCOCC1)c1cnn2c(-c3ccccc3)cc(-c3ccccc3)nc12 | . | . | 47 | -16 | -11 | 15 | 6 | 23* | -1.8
Cc1ccc(CNCCNCCO)s1 | 97 | -8 | 26 | -1 | 3 | 12 | 0 | -1.1 | -3.4
O=C(NC1CCCc2ccccc21)N[C@@H](Cc1ccccc1)C(=O)O (stereo partly drawn) | 109 | 14 | 2 | -3 | -18 | 16 | -5 | -2.2 | -0.7
CCCN1CCC(=O)N(CCN=[N+]=[N-])CC1 | 105 | -2 | -2 | 3 | -7 | 3 | -18 | 1.0 | 0.0
O=C(Nc1ccc2c(c1)OCCO2)NC1(C(F)(F)F)Oc2ccccc2O1 | 101 | -4 | -2 | -5 | -1 | 26 | 59* | -0.7 | 0.1
O=C(O)c1ccc2nc(-c3ccccc3)sc2c1 | 100 | 0 | 1 | -21 | -8 | 29 | 3 | -1.1 | -2.6
O=C(c1c[nH]c(C(=O)N2CCN(Cc3ccccc3)CC2)c1)C1CCCCC1 | 97 | -4 | 6 | -1 | -28 | 1 | 2 | -0.1 | -1.8
CN1CC(c2ccccc2)C2(COc3ccccc3C2=O)C12C(=O)Nc1ccccc12 (stereo not drawn) | 97 | 4 | 30 | -9 | -29 | 4 | 0 | -0.1 | -2.1
Cn1c(=O)c2c(-c3ccccc3)n(C3CCCCC3)cc2n(C)c1=O | 102 | 3 | 32 | 2 | -4 | 6 | -3 | -0.7 | -0.8
Cc1nc2sc(C(c3cccc(F)c3)N3CCN(C(=O)c4ccco4)CC3)c(O)n2n1 (stereo not drawn) | 99 | -2 | 6 | 1 | -30 | . | 3 | -2.6 | -6.5
COc1ccccc1NC(=O)CSCc1cc(=O)n2ccsc2n1 | 96 | 6 | 17 | 2 | -8 | -2 | 4 | -3.9 | -1.8
CCS(=O)(=O)N1Cc2ccccc2CC1C(=O)Nc1nnc(SCc2c(Cl)cccc2Cl)s1 (stereo not drawn) | 93 | -1 | 7 | -2 | -11 | -9 | -1 | -1.1 | -4.9
CC(=O)c1cc(C)ccc1OC(=O)c1cccc2nc(C)oc12 | 100 | 2 | -2 | -10 | -9 | 16 | -2 | -1.3 | -0.4
CC1CCCCN1CCCNC(=O)c1nn(C)c2c1CSc1ccccc1-2 (stereo not drawn) | 108 | 2 | 8 | -15 | 25 | 27 | 2 | 5.9 | -0.5
CC1=NNC(=O)C1CCC(=O)N/N=C\c1ccccc1[N+](=O)[O-] (stereo not drawn) | 103 | 2 | 16 | -2 | -1 | 8 | 13 | 2.6 | -1.5
Cc1cc(NC(=O)c2sc(Nc3ccc(F)cc3)nc2N)no1 | 104 | 0 | -5 | -18 | 3 | 0 | -2 | -2.1 | -3.1
O=C(c1ccc(Cn2cc([N+](=O)[O-])cn2)o1)N1CCCC1 | 97 | -3 | 11 | -3 | -4 | 31 | -6 | 1.0 | -0.7
CC(C)(C)c1cc(NC(=O)Nc2ccccc2OC(F)(F)F)no1 | 102 | 3 | 12 | -9 | -18 | 18 | -5 | -0.8 | -2.4
CCN(Cc1cnn(C)c1)C(=O)c1ccc(OC2CCN(S(=O)(=O)N(C)C)CC2)cc1 | 99 | -3 | -10 | -6 | -33 | 8 | -2 | -4.0 | -0.2
CC(O)CN1CC(O)=C(c2nc3ccccc3s2)C1=N (stereo not drawn) | 90 | -8 | 0 | -2 | 2 | 7 | 3 | -2.1 | -3.8
CN(C)C(=O)CSc1nnc(-c2cc(-c3cccs3)nc3ccccc23)o1 | 96 | 1 | 19 | 9 | -2 | 21 | -4 | 3.4 | 1.1
COCCCNC(NC(=O)c1ccc(C)cc1)C(Cl)(Cl)Cl (stereo not drawn) | . | . | -14 | 5 | -1 | 2 | -4 | -1.7 | -2.9
COC(=O)CC1Sc2ccccc2NC1=O (stereo not drawn) | 98 | -1 | 2 | -8 | 1 | 19 | 1 | -1.0 | -4.0
CCOCc1c(C(=O)Nc2ccc(OC)nc2)oc2ccccc12 | 99 | -1 | -6 | 6 | -25 | 10 | 1 | -1.0 | -2.0
O=C(OCC1OC(n2cnc3c(N(C(=O)c4ccccc4)C(=O)c4ccccc4)ncnc32)C(O)C1F)c1ccccc1 (stereo not drawn) | 95 | -3 | -34 | -13 | -23 | 0 | -3 | -2.8 | -1.5
O=C(NNC(=O)C1CCN(c2ncccn2)CC1)c1ccccc1 | 93 | -5 | 15 | -1 | -1 | 13 | -1 | -1.5 | -2.4
Cc1nn(-c2ccccc2)c(C)c1NC(=O)COc1ccc(C#N)cc1 | 100 | 3 | 2 | -6 | -7 | 38 | 0 | -1.9 | -1.8
NC(=O)CSc1nnc(NC(=O)C2CC(=O)N(c3ccc(F)cc3)C2)s1 (stereo not drawn) | 96 | 0 | 11 | 2 | -16 | 12 | 4 | -1.0 | -0.4
Cc1cc(C)nc(NNC(=O)NC2CCCCC2)n1 | 94 | -3 | -2 | 2 | -3 | -12 | 23 | 0.0 | -0.4
Oc1c(N=NC(=S)Nc2ccccc2F)c2ccccc2n1Cc1cccc(Cl)c1 | 91 | -4 | -6 | 7 | -7 | -3 | 2 | -1.5 | -2.0
Cc1ccc(/C=N/n2cnc3sc4c(c3c2=O)CCCC4)o1 | 97 | 1 | 20 | 7 | -4 | 9 | -5 | -1.5 | 1.0
CC(=O)Nn1c(COc2ccccc2C)nc2ccccc2c1=O | 106 | 1 | 38 | -2 | -2 | 12 | 0 | 0.3 | 0.0
CC(C)(C)c1ccccc1NC(=O)NC1CCN(Cc2c(F)cccc2Cl)CC1 | 92 | -11 | 14 | 5 | -1 | 22 | -13 | -2.6 | -2.4

Compound profiles, as listed above:
Results for CCOCc1c(C(=O)Nc2ccc(OC)nc2)oc2ccccc12 = MEKK2wt PB1 HTS: 99; MEKK2 mut-MEK5: -1; SUMO HTRF inh: -6; NS3 helicase inh: 6; FID counter: -25; NALP1 yeast inh: 10; PfM18AAP inh: 1; VIM-2 inhibitor: -1.0; IMP-1 inhibitor: -2.0
Results for Cc1ccc(-c2cc(C(F)F)n3ncc(C(=O)Nc4c(C)nn(Cc5ccccc5Cl)c4C)c3n2)cc1 = MEKK2wt PB1 HTS: 88; MEKK2 mut-MEK5: -1; SUMO HTRF inh: -29; NS3 helicase inh: 6; FID counter: 1; NALP1 yeast inh: 23; PfM18AAP inh: 2; VIM-2 inhibitor: -2.2; IMP-1 inhibitor: -2.1

Screening results (PubChem)
